# hIAP inh = human IAP inhibition; P09923; purified IAP, CDP-Star luminescence, 30 min; inhibition, % at 10 µM; actives 0.12% (n = 330,000); AID 2544;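 active = inhibition reaching a set limit with compound at 10 µM in the primary screen, cut at about 35% in these data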;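 note: plate controls were DMSO wells with enzyme for no effect and no-enzyme buffer wells for full effect; values of inactives mirror those of a sister screen read the other way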
# MPTP block = permeability transition pore inhibition; isolated mouse mitochondria, Ca2+ swelling absorbance, 30 min; actives 1.4% (n = 360,000); inhibition, % at 10 µM; AID 602449;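 active = inhibition of 50% or more, scaled per plate between neutral and stimulator controls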;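 note: 0% = DMSO wells given calcium and 100% = 1 mM EGTA wells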
# APOBEC3G inh = blocks human APOBEC3G single-stranded DNA deamination. Q9HC16. recombinant A3G, ssDNA deamination FAM/TAMRA fluorescence. actives 0.28% (n = 330,000). AID 493012. inhibition, % at 20 µM;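 active = inhibition of at least 40% at 20 µM, with no more than 30% in the related APOBEC3A deaminase screen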;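 note: plate controls were DMSO wells with A3G for no effect and wells lacking A3G enzyme for full effect; some compounds called inactive have numbers as strong as hits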
# Target sequence (Q9HC16 whole entry, looked up): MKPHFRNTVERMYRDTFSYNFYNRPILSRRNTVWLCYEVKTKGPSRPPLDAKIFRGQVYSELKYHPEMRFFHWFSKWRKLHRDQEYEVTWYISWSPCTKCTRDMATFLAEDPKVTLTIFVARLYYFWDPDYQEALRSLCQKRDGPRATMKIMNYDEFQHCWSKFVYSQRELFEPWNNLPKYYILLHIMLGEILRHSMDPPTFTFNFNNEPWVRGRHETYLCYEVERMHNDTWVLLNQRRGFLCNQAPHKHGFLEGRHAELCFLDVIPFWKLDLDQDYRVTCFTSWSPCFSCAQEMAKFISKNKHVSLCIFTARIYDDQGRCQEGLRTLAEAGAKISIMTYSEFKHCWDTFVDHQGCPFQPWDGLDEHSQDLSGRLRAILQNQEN
# mIAP block = blocks mouse intestinal alkaline phosphatase. purified mouse IAP, CDP-Star luminescence, 30 min. inhibition, % at 10 µM. actives 0.2% (n = 330,000);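 active = inhibition of at least 40% at 10 µM in the primary screen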;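 note: plate controls were DMSO with enzyme for no effect and no enzyme wells for full effect; values of inactives mirror those of a sister screen read the other way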
# A3A deaminase = inhibitors of human APOBEC3A DNA deaminase; P31941; recombinant A3A, FAM/TAMRA ssDNA deamination fluorescence; actives 0.41% (n = 330,000); inhibition, % at 20 µM;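 active = at least 40% inhibition at 20 µM here, with at most 30% in a related deaminase screen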;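 note: plate controls were A3A with DMSO for no effect and wells lacking A3A enzyme for full effect; some results filed as inactive read as strong as hits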
# Target sequence (P31941 whole entry, looked up): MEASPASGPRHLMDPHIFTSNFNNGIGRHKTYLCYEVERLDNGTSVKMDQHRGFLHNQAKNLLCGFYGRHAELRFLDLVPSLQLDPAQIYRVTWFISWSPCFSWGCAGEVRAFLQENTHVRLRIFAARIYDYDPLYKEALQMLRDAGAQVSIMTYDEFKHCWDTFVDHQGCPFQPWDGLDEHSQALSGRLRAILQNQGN
# NR3A LBD binder = modulates the human NR3A ligand-binding domain; NR3A LBD differential scanning fluorimetry, Tm shift; 0% = protein alone, 100% = glycine-bound protein; Tm shift relative to glycine control, % at 25 µM; actives 2.5% (n = 340,000);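 active = melting temperature shift of at least 10% of the positive control shift, at one fixed dose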
# MIN6 prolif = inducers of beta-cell replication in MIN6 cells; MIN6 cells proliferation, ATPlite luminescence, 48 h; cells starved in 0.2% serum; 100% = growth in 10% serum; proliferation, % at 10 µM; actives 0.29% (n = 330,000); AID 2380;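 active = compounds whose signal lies at least 3.5 SD above the mean of all wells on their plate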;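 note: 0% = DMSO-treated cells in low-serum medium and 100% = 10% serum control; some compounds called inactive have numbers as strong as hits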
# hIAP act = human IAP activation | P09923 | purified human IAP, CDP-Star luminescence, 30 min; stronger effect = higher value; 1 = vehicle-only enzyme, 0 = enzyme-free background | activation factor at 10 µM | actives 0.16% (n = 330,000);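 active = activation factor of the enzyme at least 2-fold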; note: the source names both 10 and 20 µM as test concentration; values of inactives mirror those of a sister screen read the other way
# mIAP act = mouse IAP activation; muIAP, CDP-Star luminescence, 30 min; stronger effect = higher value; 1 = vehicle-only enzyme signal, 0 = enzyme-free wells; activation factor at 10 µM; actives 0.24% (n = 330,000); AID 2805;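 active = activation factor of at least 2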; note: the source names both 10 and 20 µM as test concentration; values of inactives mirror those of a sister screen read the other way
#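 Assay system: mouse IAP enzyme; Reagent: CDP-Star chemiluminescent phosphatase substrate; Compound: DMSO-dissolved test compounds; Incubation: 30 min, room temperature; Technique: luminescence from enzymatic CDP-Star hydrolysis; Controls: DMSO-only wells and no-enzyme negative control.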
# The depositor's hits bear a star; . = not tested or not shown. Rows are unselected (roughly 5% active in at least one column).
no.	SMILES	MPTP block	hIAP inh	NR3A LBD binder	hIAP act	mIAP act	A3A deaminase	mIAP block	MIN6 prolif	APOBEC3G inh
1	CC(C(=O)NCc1ccccc1)N1C(=O)C2CC=C(Cl)CC2C1=O (centres undefined)	-1.9	-2	2	1	1	5	-4	-2	-2
2	CCCN1CCC(NC(=O)Cc2ccccc2OC)CC1	0.1	-1	0	1	0.98	-3	2	3	-7
3	COc1ccc(N2CCN(C(=O)c3ccc(CNc4c(N5CCOCC5)c(=O)c4=O)cc3)CC2)cc1	-1.3	-22	4	1.2	1.1	-1	-9	-4	-5
4	O=C(CNc1cc(S(=O)(=O)N2CCOCC2)ccc1NCC1CCCO1)Nc1ccccc1F (centres undefined)	1.4	-5	1	1.1	0.98	-4	2	0	-5
5	CCOc1ccccc1N1CCN(C(=O)c2ccc3c(c2)OCO3)CC1	-0.9	-4	10*	1	1	-3	0	-1	-12
6	CC1CN(c2oc(-c3ccco3)nc2S(=O)(=O)c2ccccc2)CC(C)O1 (centres undefined)	0.2	-26	0	1.3	1.1	-6	-13	-2	-3
7	Cc1ccc(C(=O)NCc2nnc(SCC(=O)NC(C)c3ccccc3)n2C)cc1 (centres undefined)	-0.8	7	1	0.93	0.95	3	5	0	-3
8	CCCCCC(=O)NNC(=S)NC(=O)c1ccc([N+](=O)[O-])cc1	3.1	-6	-1	1.1	0.85	0	15	-3	12
9	COc1ccc(NC(=O)CS(=O)CC(=O)NCc2cccc(C(F)(F)F)c2)cc1 (centres undefined)	-1.9	11	3	0.89	0.94	-1	6	-1	-6
10	O=C(CN1CSCC1=O)N1CCN(S(=O)(=O)c2cccc(F)c2)CC1	-0.1	1	0	0.99	1	6	-2	3	-2
11	O=C(COc1ccc(Cl)cc1)N(Cc1ccccc1)c1ccccn1	0.1	0	0	1	0.94	0	6	3	-2
12	CCCCCCSc1nc(O)c(C2OC(=O)c3c2ccc(OC)c3OC)c(=O)n1-c1ccccc1 (centres undefined)	1.6	13	0	0.87	0.9	-6	10	-2	-10
13	COc1ccc(C(=O)NC(C(=O)NCc2ccccn2)C(C)C)cc1 (centres undefined)	-0.3	-3	2	1	1.2	-2	-16	-1	-2
14	Cc1ccc(C(CC(=O)O)NC(=O)CN2C(=O)c3ccccc3C2=O)cc1 (centres undefined)	-2.5	-17	6	1.2	1.1	-5	-6	-2	2
15	COc1ccc(CNC(=O)c2ccccc2C(=O)O)cc1	-1.2	-26	-3	1.3	1.1	5	-7	0	2
16	O=C(N[C@@H]1C/C=C\C[C@H](CC(=O)N(CCO)Cc2ccccc2)C(=O)N[C@@H](Cc2ccccc2)COC1=O)OCC1c2ccccc2-c2ccccc21	-1.1	7	-5	0.93	0.92	0	8	-5	-4
17	Cc1ccc2c(c1)N(CC(=O)NC1CCCCC1)C(=O)c1cccnc1O2	-0.7	-12	-2	1.1	1.1	-2	-8	1	-5
18	CCN1C(=O)C(CC(=O)Nc2ccc(F)cc2)N(CCCN2CCN(c3ccc(F)cc3)CC2)C1=S (centres undefined)	2.6	-4	0	1	0.9	3	10	-6	1
19	NCCN1CCN2C(=O)CN(C(=O)c3ccccc3)CC12 (centres undefined)	.	-2	-1	1	0.92	-1	8	-4	3
20	COc1cccc2cc(C(=O)Nc3ccccc3C)/c(=N/O)oc12	2.1	13	2	0.87	1	2	-3	-7	-2
21	O=C(CCC(=O)Nc1cccc([N+](=O)[O-])c1)NCc1ccccc1	-1.7	-10	-2	1.1	0.97	1	3	-2	-1
22	Cc1cnc(C(=O)OCC(=O)N(Cc2ccccc2)C(C)C)cn1	-1.9	-8	0	1.1	1.1	0	-8	-2	-1
23	Cn1c(=NC(=O)COc2ccccc2)sc2cc(F)cc(F)c21	.	-9	-1	1.1	1	0	-1	-3	-5
24	Cc1nnc(SCC(=O)Nc2c(C)n(C)n(-c3ccccc3)c2=O)n1Cc1ccccc1	-1.8	7	-2	0.93	1.1	-1	-5	0	0
25	O=C(COc1ccc2ccccc2c1)NNC(=O)Nc1ccccc1F	1.4	-34	2	1.3	1	1	0	-1	0
26	OCC1(Cc2ccc(Cl)cc2)CCN(Cc2ccccc2F)CC1	1.2	13	0	0.87	0.92	2	8	-1	0
27	COc1ccc(NC(=O)c2cc(C3CC3)nc3c2cnn3C(C)C)cc1OC	0.0	8	-9	0.92	0.94	0	6	5	-3
28	Cc1ccc(N2CC(C(=O)Nc3ccccn3)CC2=O)cc1 (centres undefined)	-0.3	4	-1	0.96	1	7	-3	0	3
29	c1ccc2c(c1)[nH]c1ccncc12	-1.2	5	1	0.95	1	-1	0	-1	-3
30	Cc1cc(-c2ccco2)n(CC(=O)NCc2ccco2)n1	0.0	-6	2	1.1	1.1	11	-9	-3	-7

# From no. 1 as far as 11, copied from above:
no.	SMILES	MPTP block	hIAP inh	NR3A LBD binder	hIAP act	mIAP act	A3A deaminase	mIAP block	MIN6 prolif	APOBEC3G inh
1	CC(C(=O)NCc1ccccc1)N1C(=O)C2CC=C(Cl)CC2C1=O (centres undefined)	-1.9	-2	2	1	1	5	-4	-2	-2
2	CCCN1CCC(NC(=O)Cc2ccccc2OC)CC1	0.1	-1	0	1	0.98	-3	2	3	-7
3	COc1ccc(N2CCN(C(=O)c3ccc(CNc4c(N5CCOCC5)c(=O)c4=O)cc3)CC2)cc1	-1.3	-22	4	1.2	1.1	-1	-9	-4	-5
4	O=C(CNc1cc(S(=O)(=O)N2CCOCC2)ccc1NCC1CCCO1)Nc1ccccc1F (centres undefined)	1.4	-5	1	1.1	0.98	-4	2	0	-5
5	CCOc1ccccc1N1CCN(C(=O)c2ccc3c(c2)OCO3)CC1	-0.9	-4	10*	1	1	-3	0	-1	-12
6	CC1CN(c2oc(-c3ccco3)nc2S(=O)(=O)c2ccccc2)CC(C)O1 (centres undefined)	0.2	-26	0	1.3	1.1	-6	-13	-2	-3
7	Cc1ccc(C(=O)NCc2nnc(SCC(=O)NC(C)c3ccccc3)n2C)cc1 (centres undefined)	-0.8	7	1	0.93	0.95	3	5	0	-3
8	CCCCCC(=O)NNC(=S)NC(=O)c1ccc([N+](=O)[O-])cc1	3.1	-6	-1	1.1	0.85	0	15	-3	12
9	COc1ccc(NC(=O)CS(=O)CC(=O)NCc2cccc(C(F)(F)F)c2)cc1 (centres undefined)	-1.9	11	3	0.89	0.94	-1	6	-1	-6
10	O=C(CN1CSCC1=O)N1CCN(S(=O)(=O)c2cccc(F)c2)CC1	-0.1	1	0	0.99	1	6	-2	3	-2
11	O=C(COc1ccc(Cl)cc1)N(Cc1ccccc1)c1ccccn1	0.1	0	0	1	0.94	0	6	3	-2

# Further entries follow:
no.	SMILES	MPTP block	hIAP inh	NR3A LBD binder	hIAP act	mIAP act	A3A deaminase	mIAP block	MIN6 prolif	APOBEC3G inh
31	CCOc1ccc(CN2CCCC(N3CCN(c4ccc(OC)cc4)CC3)C2)cc1 (centres undefined)	0.8	8	3	0.92	1	0	-2	-2	-4
32	COCCN=C1Sc2nc3c(C)cccc3cc2CN1Cc1ccco1	0.5	19	-5	0.81	0.83	0	17	-5	-1
33	COc1ccc(CCN2CC(C(=O)N(C)Cc3c(C)n[nH]c3C)CCC2=O)cc1 (centres undefined)	-0.7	16	0	0.84	0.97	-1	3	1	-2
34	CCc1cccc(NC(=O)CCNS(=O)(=O)c2ccc3c(c2)oc(=O)n3C)c1	-1.0	17	3	0.83	1.1	-3	-10	-1	-2
35	CCOc1ccc(/C=N/NC(=O)CN2CCCCC2)cc1OCC	2.0	-6	3	1.1	1.1	3	-8	-2	7
36	COc1cc(OC)cc(-c2c(-c3cccs3)c3cc(-c4ccc5c(c4)OCO5)ccc3n2C)c1	-0.3	11	1	0.89	0.89	-2	11	-2	-7
37	COc1c(C)cccc1C(=O)Nc1ccc(N2CCN(C(=O)c3ccccc3C)CC2)cc1	-1.1	-10	1	1.1	0.95	-4	5	-5	-5
38	Cc1c(C(=O)N2CCC(C)CC2)sc2ncnc(N(C)c3ccccc3)c12	-1.6	6	-14	0.94	0.96	0	4	4	0
39	CCC(C)NC(=O)C1CN(S(=O)(=O)c2ccccc2)CCN1S(=O)(=O)c1ccccc1 (centres undefined)	0.1	-5	-1	1	1	0	-2	-1	-2
40	C=CCN1C(=O)C2(OCCCO2)c2c(C)ccc(C)c21	-0.7	-32	-4	1.3	1	1	-5	-2	-8
41	O=C(Nc1cccc(Cl)c1)c1csc(-c2ccccc2)n1	5.3	-16	-11	1.2	0.95	-4	5	-4	-7
42	CC1CCCC(C)N1CCCNC(=O)c1ccc2c(c1)NC(=O)c1ccccc1S2 (centres undefined)	-1.6	8	-6	0.92	0.98	7	2	-4	-3
43	O=C(O)C(Oc1ccc2cc(-c3ccc(Cl)cc3)c(=O)oc2c1)c1ccccc1 (centres undefined)	0.0	-6	-2	1.1	1	3	0	1	-5
44	COc1ccc(-c2nc3ccncc3[nH]2)cc1OC	-1.1	8	3	0.92	0.85	-1	15	0	1
45	COc1ccc(NC(=O)/C(=C\c2ccco2)NC(=O)c2ccco2)cc1	-0.9	-8	-1	1.1	0.94	2	6	0	-2
46	CCCN(CCC)CCCNC(=O)C1c2cc(OC)c(OC)cc2C(=O)N(C)C1c1cccnc1 (centres undefined)	-0.6	-8	-3	1.1	1	-1	-3	-1	0
47	CC1Cc2ccccc2N1C(=O)c1ccnc(C(C)(C)C)c1 (centres undefined)	-0.7	22	-2	0.78	0.96	0	4	-2	-8
48	Cc1ccccc1C(=O)NC(NC(=O)c1ccccc1C)c1cccc([N+](=O)[O-])c1	-7.2	14	-8	0.86	1	4	-2	2	0
49	CNc1oc(-c2ccc(Cl)cc2)nc1C#N	0.4	11	2	0.89	0.96	0	4	2	-5
50	COc1ccc2nc3sc(C(=O)NCc4cccs4)c(N)c3cc2c1	.	-42	.	1.4	0.78	-2	22	0	-1
51	COCCNC(=S)Nc1cccc2cnccc12	1.6	-2	-1	1	0.98	-5	2	-1	-9
52	Cc1ccccc1S(=O)(=O)Cc1ccc(C(=O)NC2CCCCC2C)o1 (centres undefined)	2.0	1	2	0.99	0.96	-5	4	6	-7
53	CNC(=S)N(CCc1c(C)[nH]c2ccccc12)Cc1cccnc1	-0.7	7	1	0.93	0.94	-1	6	-4	-3
54	CCCc1nnc(SCC(=O)N2CCCC2)n1Cc1ccco1	0.1	-10	1	1.1	1.1	-7	-9	-4	-4
55	CC(C)CCC1CC(CSC(=N)N)OC1=O (centres undefined)	0.2	-1	-3	1	0.89	-6	12	-3	-7
56	CN(C)CC(C)(C)CNC(C(=O)Nc1ccc(Cl)cc1C(F)(F)F)c1ccccc1 (centres undefined)	-1.4	-18	-1	1.2	1	4	-2	-5	1
57	Cc1ccc(C)c(-c2cc(C(=O)NCc3cccs3)c3ccccc3n2)c1	1.2	0	-1	1	1	-1	0	-5	-5
58	CC(CS(=O)(=O)c1ccc2c(c1)NC(=O)CS2)C(=O)N1CCN(c2cccc(Cl)c2)CC1 (centres undefined)	0.7	-2	-6	1	1	4	0	-2	5
59	CCCNc1nc2c(c(=O)[nH]c(=O)n2C)n1CCCc1ccccc1	1.8	1	-7	0.99	1	-5	0	2	-5
60	OCC1(CO)COC(c2ccccc2)=N1	-2.0	-14	-1	1.1	1.1	1	-7	0	-1

# Compound activity from PubChem.
